Compound activity deposited in PubChem BioAssay by several laboratories.
Rac1 wt modul – wildtype Rac1 GTP binding modulators, primary screen, biochemical, GST-Rac1 beads, flow cytometry, multiplex | GTP binding activity (% of control), % at 10 µM | 0.27% of 190,000 active | AID 757, 2007 | Ras-related C3 botulinum toxin substrate 1 (Homo sapiens), P63000 | fluorescent GTP binding; actives lie on both sides; 0 = cold GTP competed, 100 = untreated;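 active = GTP binding activity at least 20 points away from the 100% control level, either lower or higher; inconclusive = compound flagged as likely green fluorescent, judged across all proteins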
Rab2 wt GTP – modulators of GTP binding to Rab2A wildtype, primary screen, biochemical, dog, bead-based flow cytometry, multiplex. GST-Rab2 wt beads, Bodipy-GTP binding. Ras-related protein Rab-2A (Canis lupus familiaris), P61105. GTP binding activity, % at 10 µM. 0.19% of 190,000 active;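 active = GTP binding activity at least 20 points away from 100%, either lowered or raised; inconclusive = signal likely due to the compound's own green fluorescence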;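 note: 0% = beads with excess unlabeled GTP and 100% = no-compound control corrected for plate trend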
ABCB1 inh – ABCB1 efflux pump inhibitors, primary screen, cell-based, multiplex, flow cytometry, ABCG2 counter-screen; AID 1326, 2008; CCRF-Adr cells, JC-1 efflux; ATP-dependent translocase ABCB1 (Homo sapiens), P08183; 0.067% of 190,000 active; inhibition, % at 6.6 µM; in the data active = inhibition above about 40%;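 note: 0% = vehicle and 100% = reference inhibitor; higher value means more JC-1 retained so stronger ABCB1 efflux block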
Target sequence (P08183 whole entry, looked up): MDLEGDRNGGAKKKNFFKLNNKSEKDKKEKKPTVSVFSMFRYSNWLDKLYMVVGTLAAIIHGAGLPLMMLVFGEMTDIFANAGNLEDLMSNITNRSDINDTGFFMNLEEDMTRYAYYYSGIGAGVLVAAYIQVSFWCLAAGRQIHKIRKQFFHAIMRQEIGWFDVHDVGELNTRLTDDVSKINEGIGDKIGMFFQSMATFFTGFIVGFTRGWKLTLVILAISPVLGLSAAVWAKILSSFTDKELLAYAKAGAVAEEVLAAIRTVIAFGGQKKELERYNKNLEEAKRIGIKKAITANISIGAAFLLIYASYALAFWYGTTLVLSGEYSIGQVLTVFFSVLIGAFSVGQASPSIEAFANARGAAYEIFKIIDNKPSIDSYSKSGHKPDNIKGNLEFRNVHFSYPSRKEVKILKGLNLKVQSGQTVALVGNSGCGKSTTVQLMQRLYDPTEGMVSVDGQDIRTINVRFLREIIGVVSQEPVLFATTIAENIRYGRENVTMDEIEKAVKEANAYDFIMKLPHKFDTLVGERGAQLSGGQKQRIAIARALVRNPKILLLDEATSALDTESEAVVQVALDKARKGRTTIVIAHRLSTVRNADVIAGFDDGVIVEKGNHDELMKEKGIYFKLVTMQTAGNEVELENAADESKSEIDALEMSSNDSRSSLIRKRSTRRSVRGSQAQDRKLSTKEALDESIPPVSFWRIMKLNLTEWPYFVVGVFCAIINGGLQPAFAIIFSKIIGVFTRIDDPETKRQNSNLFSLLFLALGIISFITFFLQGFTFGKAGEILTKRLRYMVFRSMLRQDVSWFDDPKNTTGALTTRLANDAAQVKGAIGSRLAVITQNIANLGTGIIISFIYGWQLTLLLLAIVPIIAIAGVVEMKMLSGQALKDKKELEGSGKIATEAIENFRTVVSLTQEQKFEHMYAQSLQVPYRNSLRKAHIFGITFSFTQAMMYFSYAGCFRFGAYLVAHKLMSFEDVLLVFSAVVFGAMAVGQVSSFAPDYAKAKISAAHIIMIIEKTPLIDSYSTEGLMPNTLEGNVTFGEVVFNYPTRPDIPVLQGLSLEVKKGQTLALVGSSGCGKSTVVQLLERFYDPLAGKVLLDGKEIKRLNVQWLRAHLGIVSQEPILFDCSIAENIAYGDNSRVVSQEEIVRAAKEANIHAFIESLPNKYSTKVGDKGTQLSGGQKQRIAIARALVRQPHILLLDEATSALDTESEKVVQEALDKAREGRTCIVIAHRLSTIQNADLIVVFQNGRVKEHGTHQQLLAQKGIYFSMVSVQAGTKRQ
Cdc42 wt GTP – modulators of GTP binding to wildtype Cdc42, primary screen, biochemical, multiplex bead flow cytometry, Bodipy-GTP. Cell division control protein 42 homolog (Homo sapiens), P60953. GST-Cdc42 beads; actives lie on both sides. percent activity (GTP binding), % at 10 µM. 0.2% of 190,000 active;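 active = percent activity GTP binding at least 20 points away from the 100% baseline, either down as inhibitor or up as activator; inconclusive = compound flagged as likely green fluorescent from well-wide comparison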;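 note: median bead fluorescence of bound Bodipy-FL-GTP at 100 nM; 0% = excess unlabeled GTP control and 100% = no compound control; below 100% means less GTP binding so inhibitor and above means activator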
GSH fluor – compound fluorescence on glutathione beads, profiling panel, artefact control, biophysical, 488/530 nm, flow cytometry; GSH beads flow cytometry, compound fluorescence 488/530 nm; stronger effect = higher value; fluorescence (KMESF) at 10 µM; 0.25% of 190,000 active; in the data active = fluorescence above about 89;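 note: glutathione beads carrying GST-tagged Bcl family fusion proteins plus one bare bead set; values are compound well signal with DMSO vehicle wells as background; inactives centre near 16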
Avidin bead fluor – green autofluorescence of compounds with avidin beads – biophysical, 488/530 nm, flow cytometry, artefact control, profiling panel | compound fluorescence 488/530 nm; stronger effect = higher value | fluorescence (KMESF) at 10 µM | 0.38% of 220,000 active; in the data active = fluorescence above about 47; note: inactives centre near 10
Rab7 wt modul – modulators of GTP binding to Rab7, primary screen, biochemical, wildtype, multiplex bead flow cytometry | GTP binding activity (percent of control), % at 10 µM | 0.055% of 190,000 active | GST-Rab7 beads, fluorescent GTP binding; actives lie on both sides; untreated = 100%, excess cold GTP = 0%;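 active = fluorescent GTP binding to Rab7 beads changed by at least 20 points from the 100% baseline, either direction, mostly lower; inconclusive = compound itself probably fluorescent, or too few beads counted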;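 note: median green fluorescence of bound Bodipy-FL-GTP per Rab7 bead population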
ABCG2 block – ABCG2 efflux pump inhibitors, primary screen, multiplex with ABCB1, IgMXP3 cells, flow cytometry | inhibition, % at 6.6 µM | Broad substrate specificity ATP-binding cassette transporter ABCG2 (Homo sapiens), Q9UNQ0 | JC-1 efflux | 0.1% of 190,000 active;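 active = inhibition above 80%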;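 note: 0% = DMSO and 100% = nicardipine control wells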
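Assay system – ABCG2 IgMXP3 and barcoded ABCB1 CCRF-Adr cell mix · Input – 3 million cells/mL in well · Reagent – JC-1 fluorescent substrate · Compound – single test compound dose, 6.6 µM final · Timing – 10 min exposure at 25 °C with rotation, no wash · Detection – flow cytometry of retained JC-1 fluorescence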
HRas wt GTP – modulators of GTP binding to HRas wildtype, primary screen, biochemical, bead-based flow cytometry, multiplex. GTP binding activity, % at 10 µM. 0.14% of 190,000 active. GST-Ras wt beads, Bodipy-FL-GTP binding; actives lie on both sides;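 active = GTP binding activity at least 20% away from the 100% baseline, either lowered as inhibitor or raised as activator; inconclusive = flagged as likely green fluorescent, judged across all proteins in the well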;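 note: 0% = unlabeled GTP competition control and 100% = no-compound control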
Pf gametocyte – late stage P. falciparum gametocyte viability inhibitors, primary screen, ATP luminescence, HTS; P. falciparum stage V gametocytes, 24 h; inhibition, % at 10.9 µM; 0.065% of 150,000 active; AID 743093, 2013;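 active = inhibition above the mean plus 3 SD of compounds within the control limits, set per campaign, cut at about 38% in these data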;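 note: 0% = DMSO wells and 100% = medium only without gametocytes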
Rac1 mut GTP – GTP binding modulators of activated mutant Rac1, primary screen, biochemical, bead-based flow cytometry, multiplex, fluorescent GTP; GST-Rac1 activated beads; actives lie on both sides; 100% means binding = to untreated wells; Ras-related C3 botulinum toxin substrate 1 (Homo sapiens), P63000; 0.11% of 190,000 active; AID 764, 2007; percent activity (GTP binding), % at 10 µM;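 active = GTP binding at least 20 percentage points away from the 100% baseline, in either direction, so actives lie on both sides; inconclusive = Compound likely fluorescent itself, or too few beads counted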
Active calls of the source: *; u = inconclusive; x = no result given.

SMILES	Rac1 wt modul	Rab2 wt GTP	ABCB1 inh	Cdc42 wt GTP	GSH fluor	Avidin bead fluor	Rab7 wt modul	ABCG2 block	HRas wt GTP	Pf gametocyte	Rac1 mut GTP
Cn1c(=N)n(CC(=O)c2ccc(Br)s2)c2ccccc21	106	101	0.4	102	43	6	103	1	101	-10	101
COc1cc2c(cc1OC)C1=CC(=O)C(=O)N1C(C)(C)C2	97	97	2.6	100	11	13	96	5	96	-4	96
Cc1ccn2cc(-c3cccc(NC(=O)c4ccccc4)c3)nc2c1	100	95	0.0	97	4	16	98	5	98	x	96
O=C(CN(C(=O)CNC(=O)c1ccco1)c1ccc2c(c1)OCCO2)NC1CCCC1	104	96	0.2	98	19	11	94	1	97	-20	96
O=C1OC(c2ccccc2)C2(CCCC2)C(=O)C12CCCC2 (stereo not given)	105	103	-0.2	101	31	16	103	-4	103	34	98
O=C1OCCC1Sc1nnc(-c2ccc(F)cc2)n1Cc1ccccc1 (stereo not given)	109	97	0.5	102	5	2	91	2	93	18	98
CCOc1ccc(-n2ccnc2SCC(=O)Nc2nnc(CC)s2)cc1	102	96	0.2	100	6	9	93	0	98	10	95
CCOC(=O)CNC(=O)CSc1nnc(-c2ccncc2)n1-c1ccc(Cl)cc1	97	100	0.3	102	16	11	97	1	101	x	97
CCN(CC)S(=O)(=O)c1ccc(Oc2ccccc2)c(N)c1	101	101	0.4	96	15	8	104	4	99	0	95
O=C(NCC1CCCO1)c1ccc(C(=O)NCC2CCCO2)cc1 (stereo not given)	104	102	0.1	103	10	37	98	1	102	x	100
O=C1C2C(C(=O)N1/N=C/c1ccco1)C1C=CC2C12CC2 (stereo not given)	97	95	0.2	94	25	19	100	17	95	15	94
CCOC(=O)Nc1sc(NS(=O)(=O)c2ccc(C)cc2)nc1C	104	100	-0.4	101	40	10	99	-1	100	0	102
CCOc1ccc(N2C(=O)CC(NCCc3ccc(S(N)(=O)=O)cc3)C2=O)cc1 (stereo not given)	102	98	0.0	103	19	18	96	0	100	x	99
CC(CCc1ccccc1)NC(=O)C1CCCN(C(=O)c2cc3sccc3n2C)C1 (stereo not given)	97	96	4.0	97	48	4	98	7	96	-23	96
CCNC(=O)/C(=C/c1ccco1)NC(=O)/C=C/c1ccccc1	100	101	0.4	104	25	10	99	1	102	14	101
COCc1cc(C)n(CC(=O)Nc2c(C)cccc2C)c(=O)c1C#N	104	101	0.2	101	10	10	102	1	100	x	98
C#CCOc1c(Cl)cc(/C=N/NC(N)=S)cc1OCC	97	98	-0.3	95	7	4	102	-1	100	12	97
CC(C)(C)c1nnc(NC(=O)c2cccnc2Cl)s1	100	98	2.1	97	18	6	102	5	98	11	95
O=C(O)c1cccn1Cc1ccccc1F	115	107	0.7	110	22	20	107	6	107	x	106
Cc1ccnc(SCC(=O)Nc2oc(-c3ccccc3)c(-c3ccccc3)c2C#N)n1	97	96	1.1	97	30	9	96	3	98	-2	95
COc1cccc(C=Nc2ccccc2C(=O)Nc2ccccc2)c1O	104	101	0.7	103	5	12	99	-4	101	-1	103
CC(=O)c1ccc(-n2nnnc2SCC(=O)Nc2sc(C)c(C)c2C#N)cc1	101	98	-1.1	101	11	8	103	-7	99	x	96
O=C(C1=C[C@@H](c2ccccc2)C[C@@H](OCc2ccc(CO)cc2)O1)N1CCN(Cc2ccc3c(c2)OCO3)CC1	99	95	3.0	95	21	6	104	4	97	3	96
COc1ccc(Cl)cc1NC(=O)C(=O)N/N=C/c1cc(C)n(-c2ccc(C)cc2)c1C	89	89	0.3	93	33	5	88	5	90	-15	88
CCCS(=O)(=O)N1CCN(C(=O)c2cc(OC)cc(OC)c2)CC1	97	97	1.0	102	30	17	97	12	99	x	95
COc1ccc(Cc2nnc(SCC(=O)NC3CCCCC3)n2C)cc1	90	96	0.9	96	33	12	96	2	96	7	93
COc1cccc(-n2c(SCC(=O)c3c[nH]c4ccccc34)nc3ccccc3c2=O)c1	106	92	-0.3	109	30	15	96	-7	96	4	100
O=C(Cc1ccccc1)N/N=C/c1ccc2c(c1)OCO2	96	96	0.0	97	10	19	99	2	97	4	95
Cc1cccc(N=C2NC(=O)/C(=C3/C(=O)N(C)c4ccccc43)S2)c1C	105	99	0.8	103	7	10	100	3	102	-30	101
O=C(Nc1ccccc1)OCc1cc(-c2ccccc2Cl)on1	99	98	0.8	100	19	8	97	14	100	x	99
COc1ccc(CN2CN=C(Nc3nc4ccccc4s3)NC2)cc1	103	102	-4.6	101	30	13	101	-5	103	x	101
CN(Cc1nc(-c2cnccn2)no1)C1CC(C)(C)NC(C)(C)C1	100	101	0.1	96	11	13	105	0	99	x	96
CC(=O)NC1CC2CCCC(C1)N2CC(=O)NCc1ccc(F)cc1 (stereo not given)	106	103	0.0	103	60	9	103	0	104	x	100
COc1ccc(N2CCCn3c2nc2c3c(=O)n(Cc3ccccc3F)c(=O)n2C)c(OC)c1	106	102	1.5	108	16	14	102	2	107	x	102
CC(O)CNCCCCOc1ccc(OCc2ccccc2)cc1 (stereo not given)	96	100	0.1	96	15	8	100	1	96	-5	96
CC(C)(C)c1ccc(C(=O)OCCNC(=O)c2c(Cl)nc3ccccn23)cc1	103	98	0.5	101	18	30	99	1	102	x	98
COc1cc(C)nc(N(C)S(=O)(=O)c2ccccc2Cl)n1	99	97	0.4	101	28	13	97	2	97	-12	97
O=C1OC(NC(=O)c2ccccc2)C(N2CCOCC2)=C1Cl (stereo not given)	104	98	0.4	102	45	3	98	1	101	-4	103
Cc1ccc(C)c(OCC(=O)Nc2nc3ccc([N+](=O)[O-])cc3s2)c1C	101	97	0.2	101	9	8	101	0	101	-20	95
COc1ccc(/C=C2\SC(=S)N(Cc3cccnc3)C2=O)cc1C	101	96	-1.1	95	9	6	96	-8	98	6	100

Three records picked at random from those above:
SMILES	Rac1 wt modul	Rab2 wt GTP	ABCB1 inh	Cdc42 wt GTP	GSH fluor	Avidin bead fluor	Rab7 wt modul	ABCG2 block	HRas wt GTP	Pf gametocyte	Rac1 mut GTP
O=C(C1=C[C@@H](c2ccccc2)C[C@@H](OCc2ccc(CO)cc2)O1)N1CCN(Cc2ccc3c(c2)OCO3)CC1	99	95	3.0	95	21	6	104	4	97	3	96
O=C(Nc1ccccc1)OCc1cc(-c2ccccc2Cl)on1	99	98	0.8	100	19	8	97	14	100	x	99
COc1cc2c(cc1OC)C1=CC(=O)C(=O)N1C(C)(C)C2	97	97	2.6	100	11	13	96	5	96	-4	96

Results in ABCG2 block and Rab7 wt modul, for some of the entries so far:
Compound | ABCG2 block | Rab7 wt modul
O=C(O)c1cccn1Cc1ccccc1F | 6 | 107
O=C1OCCC1Sc1nnc(-c2ccc(F)cc2)n1Cc1ccccc1 (stereo not given) | 2 | 91

New compounds follow
SMILES	Rac1 wt modul	Rab2 wt GTP	ABCB1 inh	Cdc42 wt GTP	GSH fluor	Avidin bead fluor	Rab7 wt modul	ABCG2 block	HRas wt GTP	Pf gametocyte	Rac1 mut GTP
COc1ccc(C(=O)OCN2C(=O)c3ccccc3C2=O)cc1	91	93	-0.2	89	9	8	96	14	91	-7	91
O=C(COC(=O)c1nc(Cl)ccc1Cl)NCc1ccccc1	96	100	-0.2	97	14	9	103	7	98	-15	96
O=C(Oc1ccc(OC(=O)c2ccco2)c(S(=O)(=O)c2ccc(Cl)cc2)c1)c1ccco1	99	98	0.0	98	11	13	101	-1	98	13	99
COc1ccc(-c2cc(-c3ccccc3)nc3ncnn23)cc1	u	u	1.5	u	15	8	u	15	u	x	u
Cc1ccc(S(=O)(=O)N2CCC(C(=O)N/N=C/c3ccncc3)CC2)cc1	100	99	1.0	96	12	11	106	9	98	-11	99
Clc1ccccc1-c1nnc2sc(CCc3ccccc3)nn12	101	99	-1.5	99	22	11	103	-3	98	x	99
Fc1ccccc1C1c2[nH]c3ccccc3c2CCN1CCCn1cccn1 (stereo not given)	95	99	0.3	99	16	7	99	2	96	-16	94
O=C(Cn1ncc(N2CCCC2)c(Cl)c1=O)c1ccc(Cl)cc1	97	96	1.8	97	11	6	98	1	98	0	93
OC1(c2cccc(C(F)(F)F)c2)CCNCC1	98	98	1.2	102	29	12	95	7	99	-17	97
O=C1CCN(C(=S)NCc2ccccc2)CC1	101	97	1.2	99	12	13	94	21	97	x	97
COc1ccccc1NC(=S)NNC(=O)c1c(Cl)c(C)nn1C	91	96	0.1	92	11	11	97	3	93	x	95
COC(=O)c1ccc(C(=O)OC)c(NC(=O)CN(C)Cc2ccc(Cl)c(Cl)c2)c1	103	99	0.8	104	12	15	100	4	99	-3	97
CN(C)S(=O)(=O)c1cccc(-c2cn3cc(Cl)ccc3n2)c1	102	105	0.8	104	13	14	104	4	107	x	101
O=C(CCCc1nc(-c2ccccc2Cl)no1)N1CCOCC1	102	101	-0.2	97	12	10	104	2	99	-21	97
Cc1ccc(C(=O)NC(=S)NCCN2CCOCC2)cc1	104	100	-0.3	100	7	11	99	-1	99	3	99

Ordered by the number under GSH fluor (largest number first): 6 of the compounds above.
| compound | Rab2 wt GTP | Cdc42 wt GTP | GSH fluor | Avidin bead fluor | Rab7 wt modul | ABCG2 block | HRas wt GTP |
| --- | --- | --- | --- | --- | --- | --- | --- |
| OC1(c2cccc(C(F)(F)F)c2)CCNCC1 | 98 | 102 | 29 | 12 | 95 | 7 | 99 |
| Clc1ccccc1-c1nnc2sc(CCc3ccccc3)nn12 | 99 | 99 | 22 | 11 | 103 | -3 | 98 |
| Fc1ccccc1C1c2[nH]c3ccccc3c2CCN1CCCn1cccn1 (stereo not given) | 99 | 99 | 16 | 7 | 99 | 2 | 96 |
| COc1ccc(-c2cc(-c3ccccc3)nc3ncnn23)cc1 | u | u | 15 | 8 | u | 15 | u |
| O=C1CCN(C(=S)NCc2ccccc2)CC1 | 97 | 99 | 12 | 13 | 94 | 21 | 97 |
| O=C(Cn1ncc(N2CCCC2)c(Cl)c1=O)c1ccc(Cl)cc1 | 96 | 97 | 11 | 6 | 98 | 1 | 98 |
